Screening data: PubChem, NMMLSC
T cell modulator: modulates CD8 T cell binding to vesicles; 2C CD8+ T cell-vesicle binding, flow cytometry; active compounds read low; calls only at 7 µM; 0.068% of 330,000 active; AID 2052;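 active means response, share of CD8 T cells binding vesicles, and their 90th percentile fluorescence all below set limits, cut at about 80% in these data, passing the limit was not always enough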
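Read-out – percent CD8+ FL2 mean versus row control · System – murine 2C transgenic CD8+ T lymphocytes · Times – 1.5 h cell–vesicle binding at 37 °C, then 20 min icy labelling · Control set – naked vesicles low, QL9 vesicles with vehicle high · Detection – cytometric PE anti-B7-1 and Alexa647 anti-CD8 signals after 1% paraformaldehyde fixation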
Myeloid diff 2: myeloid differentiation induction. calls only at 10 µM. 1% of 360,000 active. AID 624256. ER-HoxA9 myeloid progenitors, lysozyme-GFP differentiation, flow cytometry;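 active means normalized GFP-positive differentiation at or above the plate's own cutoff, the solvent-only control mean plus 3 SD; inconclusive means no clear call, values can overlap the other calls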;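 further: cells exposed to compound for four days before flow analysis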
T cell modulator vesicle-bound %: recorded beside T cell modulator, whose call it bears; double positive events, %; measured here: CD8+ vesicle-bound cell fraction;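 binding gate set so that unloaded-vesicle control wells show 10% double positive cells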
Myeloid diff 2 GFP+ MAC1+ %: further read-out of Myeloid diff 2, marked with its call; GFP+ MAC1+ double positive, %; measured here: differentiation confirmed by MAC1 staining
Starred values were filed as active, the others as inactive; i = inactive; ? = inconclusive; . = not tested or not shown; & = joins results of further samples. Only part of the results is shown, so the mix of outcomes need not match the whole.

The first 5 compounds (preview)
structure	T cell modulator vesicle-bound %	Myeloid diff 2 GFP+ MAC1+ %	T cell modulator	Myeloid diff 2
Cc1noc(C)c1NC(=O)Nc1cccc2c1O[C@H](CN(C)S(=O)(=O)c1cn(C)cn1)[C@@H](C)CN([C@H](C)CO)C2=O	7	0.4	i	i
CCN(CC(=O)Nc1ccccc1C(F)(F)F)C(=O)COc1cccc2c1OC(C)(C)C2	20	0.2	i	i
Cc1csc(=O)n1CC(=O)OCC(=O)N(CC(C)C)c1c(N)n(Cc2ccccc2)c(=O)[nH]c1=O	34	0.3	i	i
O=C1C=C(c2ccc(C(=O)O)cc2)C[C@@H](c2ccc(Cl)cc2)C1	24	1.0	i	i
O=C(CC1C[C@H](C(=O)N2CCCCC2)[C@@]2(CCc3ccccc3)c3[nH]c4ccccc4c3CCN2C1=O)NCc1cccc(C(F)(F)F)c1 (some centres not stated)	20	0.6	i	i

This part in full (from the top)
structure	T cell modulator vesicle-bound %	Myeloid diff 2 GFP+ MAC1+ %	T cell modulator	Myeloid diff 2
Cc1noc(C)c1NC(=O)Nc1cccc2c1O[C@H](CN(C)S(=O)(=O)c1cn(C)cn1)[C@@H](C)CN([C@H](C)CO)C2=O	7	0.4	i	i
CCN(CC(=O)Nc1ccccc1C(F)(F)F)C(=O)COc1cccc2c1OC(C)(C)C2	20	0.2	i	i
Cc1csc(=O)n1CC(=O)OCC(=O)N(CC(C)C)c1c(N)n(Cc2ccccc2)c(=O)[nH]c1=O	34	0.3	i	i
O=C1C=C(c2ccc(C(=O)O)cc2)C[C@@H](c2ccc(Cl)cc2)C1	24	1.0	i	i
O=C(CC1C[C@H](C(=O)N2CCCCC2)[C@@]2(CCc3ccccc3)c3[nH]c4ccccc4c3CCN2C1=O)NCc1cccc(C(F)(F)F)c1 (some centres not stated)	20	0.6	i	i
Cc1ccc(C(C)C)cc1OCC(=O)NCCCn1ccnc1	5	0.4	i	i
S=C(S)N1CCCC1	55	3.6	i	i
c1ccc([C@H]2CNCCN2CCc2cccc3ccccc23)cc1	6	3.0	i	i
O=C(c1cc(F)c(F)c(F)c1F)N1CCN(C(=O)C2CCCO2)CC1 (configuration not stated)	35	1.0	i	i
CN(c1ccc(OC(=O)c2ccc(-n3cncn3)c([N+](=O)[O-])c2)cc1)S(=O)(=O)c1ccccc1	33	0.8	i	i
Cc1ccc(S(=O)(=O)N2CCN(C(=O)COC(=O)c3c(C)cc(C)cc3C)CC2)c(C)c1	56	0.3	i	i
COc1ccc(S(=O)(=O)N(C)C)cc1NC(=O)CSC(C)C(=O)Nc1cc(C)on1 (configuration not stated)	28	1.8	i	i
CN(CC(=O)Nc1ccc(Cl)cc1)C(=O)c1cccc(S(=O)(=O)N2CCN(Cc3ccccc3)CC2)c1	20	0.4	i	i
COc1ccc(Cl)cc1C(=O)NNC(=O)COC(=O)CC(NC(C)=O)c1ccccc1 (configuration not stated)	15	0.7	i	i
CCOc1ccccc1NC(=O)COC(=O)CN1C(=O)NC(C)(C)C1=O	29	0.4	i	i
NC(=O)c1ccc(NC(=O)COC(=O)c2cc3ccccc3cc2O)cc1	52	1.0	i	i
O=C(C[C@H]1C/C=C\CCCCC(=O)OC[C@H]2CCCN2C1=O)N[C@H](CO)Cc1ccccc1	11	1.1	i	i
COc1cc(/C=C/C(=O)OCC(=O)NC2CCCCCCC2)ccc1O	8	0.6	i	i
CCN1CCN(S(=O)(=O)c2ccc(Cl)c(C(=O)NC3CC3)c2)CC1	34	0.7	i	i
COc1ccccc1C(=O)NCCC(=O)N(C)CC(=O)Nc1ccc(N2CCOCC2)cc1	16	0.7	i	i

Later entries
structure	T cell modulator vesicle-bound %	Myeloid diff 2 GFP+ MAC1+ %	T cell modulator	Myeloid diff 2
C[C@H](CO)N1C[C@H](C)[C@@H](CN(C)C(=O)NC2CCCCC2)Oc2c(NC(=O)CCC(F)(F)F)cccc2C1=O	19	4.4	i	i
CC(C)n1ncc2c(C(=O)N3CCN(c4ccc(F)cc4)CC3)cc(-c3ccccc3)nc21	32	1.6	i	i
CC1CCN(C(=O)c2[nH]cnc2C(=O)Nc2ccc(Cl)cc2)CC1	31	0.8	i	i
CCOC(=O)C1=CCC2c3c(c4ccccc4n3C)C(=O)C1N2C(=O)OC(C)(C)C (configuration not stated)	21	1.5	i	i
CCN(CC(=O)NC1CCS(=O)(=O)C1)S(=O)(=O)c1cc(Br)ccc1Br (configuration not stated)	42	0.7	i	i
CC(=O)Nc1ccc(S(=O)(=O)NCC2CCCO2)cc1 (configuration not stated)	57	0.3	i	i
CCN(CC(=O)Nc1cccc(OC)c1)CC(=O)Nc1cccc2ccccc12	45	1.2	i	i
O=C(CN1C(=O)C2CC=CCC2C1=O)Nc1nc(-c2ccc(F)cc2)cs1 (configuration not stated)	36	0.8	i	i
Cn1nnnc1Sc1ncnc2scc(-c3cc4ccccc4o3)c12	28	1.1	i	i
CCC1(CC)NC(=O)N(CC(=O)OC(C)C(=O)Nc2ccccc2OC)C1=O (configuration not stated)	19	0.9	i	i
Cn1nnnc1SCC(=O)Nc1ncc(C(F)(F)F)cc1Cl	53	0.3	i	i
Cc1ccc(S(=O)(=O)NCCC(=O)N2CCCC(C)C2)cc1 (configuration not stated)	41	0.3	i	i
Cc1ccc(C)c(NC(=O)C(=O)NCC2CCCN2S(=O)(=O)c2cccs2)c1 (configuration not stated)	52	0.9	i	i
Cc1cc(Cl)ccc1NC(=O)CSc1n[nH]c(N)n1	32	0.9	i	i
O=C(CCNC(=O)c1ccc(Br)cc1)NNC(=O)C1COc2ccccc2O1 (configuration not stated)	43	1.0	i	i
Cc1ccc(S(=O)(=O)N2CCCCC2)cc1NC(=O)CCc1nc2ccccc2c(=O)[nH]1	52	0.8	i	i
CC1Cc2ccccc2N1C(=O)Cn1cc([N+](=O)[O-])ccc1=O (configuration not stated)	39	0.4	i	i
COc1ccccc1C(CNC(=O)c1cccc(S(=O)(=O)Nc2ccc(C)cc2)c1)N1CCCC1 (configuration not stated)	23	1.4	i	i
CCN(C(=O)CSc1ncnc2sccc12)c1c(N)n(Cc2ccccc2)c(=O)[nH]c1=O	38	0.6	i	i
CCOC(=O)N1CCN(C(=O)CSC2=NS(=O)(=O)c3cc(Cl)ccc3N2)CC1	50	0.5	i	i

Compound profiles, as listed above:
CC1Cc2ccccc2N1C(=O)Cn1cc([N+](=O)[O-])ccc1=O (configuration not stated) as listed: T cell modulator vesicle-bound %: 39; Myeloid diff 2 GFP+ MAC1+ %: 0.4; T cell modulator: i; Myeloid diff 2: i
O=C(CCNC(=O)c1ccc(Br)cc1)NNC(=O)C1COc2ccccc2O1 (configuration not stated) as listed: T cell modulator vesicle-bound %: 43; Myeloid diff 2 GFP+ MAC1+ %: 1.0; T cell modulator: i; Myeloid diff 2: i

Continuation.
structure	T cell modulator vesicle-bound %	Myeloid diff 2 GFP+ MAC1+ %	T cell modulator	Myeloid diff 2
CC(=O)Nc1ccc(S(=O)(=O)N(C)CC(=O)N(C)Cc2sccc2C)cc1	48	0.3	i	i
O=C(Nc1nc2ccccc2[nH]1)C1CCN(C(=O)c2ccc(F)cc2)CC1	56	0.3	i	i
COc1ccc(S(=O)(=O)N2CCOCC2)cc1NC(=O)COC(=O)C1CC1C (configuration not stated)	67	0.4	i	i
O=C(Nc1ccc(Cl)c(S(=O)(=O)N2CCOCC2)c1)[C@@H]1CCCN1C(=O)c1cccs1	8	0.4	i	i
N#CC1(NC(=O)COC(=O)Cn2[nH]c(=O)c3ccccc3c2=O)CCCCC1	52	0.1	i	i
O=C(c1ccc2nccnc2c1)N1CCN(c2cccc(C(F)(F)F)c2)CC1	45	1.9	i	i
CC1CCCCC1NC(=O)C(C)N1C(=O)c2ccccc2C1=O (configuration not stated)	20	0.4	i	i
Cc1ccc(N(CCC#N)C(=O)COC(=O)C2CCN(S(=O)(=O)c3ccc4c(c3)OCCO4)CC2)cc1	41	1.1	i	i
CCc1ccccc1OCC(=O)NNCC(=O)Nc1cccc(C#N)c1	4	1.3	i	i
C[C@@H]1CN([C@@H](C)CO)C(=O)c2cccc(NC(=O)Nc3ccc4c(c3)OCO4)c2O[C@H]1CN(C)S(=O)(=O)c1cn(C)cn1	13	1.3	i	i
CCCCNc1c(-c2ccc(OC)c(Sc3ccc(OC)cc3)c2)nc2ccccn12	14	0.6	i	i
Nc1c(C(=O)Nc2ccc3c(c2)OCCO3)nnn1Cc1ccc(Br)cc1	28	0.5	i	i
CC1=CC(=O)O[C@@H]1[C@@]1(C)C[C@H]2OC(=O)C[C@H]3[C@@H](C)C(=O)C(O)=C1[C@@]23CO	17	1.4	i	i
O=C(Nc1cccc(S(=O)(=O)N2CCCCC2)c1)C1CCN(C(=O)c2ccc(Cl)cc2)CC1	13	1.7	i	i
O=C1C=C(c2ccc(-c3ccccc3)cc2)C[C@@H](c2ccc3c(c2)OCO3)C1	22	0.6	i	i
C=CCn1c2ccccc2c(=O)c2cc(C#Cc3ccccn3)ccc21	23	0.5	i	i
Cc1noc(C)c1COC(=O)C1CCN(S(=O)(=O)c2c(Cl)cccc2Cl)CC1	33	0.8	i	i
NC[C@H](Cc1ccccc1)NCCc1cc(C(F)(F)F)cc(C(F)(F)F)c1	16	0.8	i	i
Cc1cc(S(=O)(=O)Nc2nc(CN3CCOCC3)nc3sc4c(c23)CCC4)ccc1F	49	0.6	i	i
Cc1ccc(C)c(NC(=O)COC(=O)c2ccc(S(=O)(=O)N3CCCCC3)cc2)c1	59	0.8	i	i

(continued)
structure	T cell modulator vesicle-bound %	Myeloid diff 2 GFP+ MAC1+ %	T cell modulator	Myeloid diff 2
CC(C)(C)c1ccc(C(=O)NCCC(=O)NC2=NCCS2)cc1	46	0.3	i	i
O=C1CCCN1c1ccc(C(=O)N(Cc2nnc(-c3ccc(Cl)cc3)o2)C2CC2)cc1	19	0.6	i	i
CCC(C)Sc1ccc(-c2nc3cnccn3c2NC2CCCCC2)cc1 (configuration not stated)	49	0.9&1.0	i	i
CSc1ccc(S(=O)(=O)NCC(=O)OCC(=O)N2CCC(C)CC2)cc1[N+](=O)[O-]	17	0.8	i	i
O=C1C=C(c2ccc(O)cc2)C[C@@H](c2ccc3c(c2)OCO3)C1	19	0.4	i	i
CCCCn1c(N)c(N(CCOC)C(=O)C2CCN(c3ncnc4sc(C)c(C)c34)CC2)c(=O)[nH]c1=O	27	1.3	i	i
Cc1cc(C)cc(N(CCC#N)C(=O)COC(=O)Cn2[nH]c(=O)c3ccccc3c2=O)c1	45	0.4	i	i
CCN1CCN(c2ccc(S(=O)(=O)N3CCCCC3)cc2NC(=O)/C=C/c2ccc([N+](=O)[O-])cc2)CC1	54	1.2	i	i
O=C(CNC(=O)c1ccccc1Cl)NCC(c1cccs1)N1CCOCC1 (configuration not stated)	40	0.8	i	i
O=c1onc(-c2ccccc2Cl)n1-c1ccccc1Cl	40	0.2	i	i
CCN1CCN(c2ccc(N3CCN(C(=O)c4ccc(Br)o4)CC3)nn2)CC1	4	2.2	i	i
O=C(NCc1cccc(OC(F)(F)F)c1)c1cccc2c1C(=O)c1ccc(-c3ccc(F)cc3OCc3ccccc3)cc1S2(=O)=O	12	2.3	i	i
Cc1cnc(C(=O)OC(C)C(=O)NC2CCCc3ccccc32)cn1 (configuration not stated)	42	1.5	i	i
COc1ccc(NC(=O)N(C)C[C@H]2Oc3c(NC(=O)Nc4ccc(C(F)(F)F)cc4)cccc3C(=O)N([C@H](C)CO)C[C@@H]2C)cc1	7	1.0	i	i
COc1ccc(S(=O)(=O)N(C)C[C@@H]2Oc3ccc(NC(=O)Nc4c(C)noc4C)cc3C(=O)N([C@H](C)CO)C[C@@H]2C)cc1	5	0.7	i	i
CCN(CC(=O)Nc1ccc(OC)cc1)C(=O)c1ccc(N2C(=O)CCC2=O)cc1	35	0.4	i	i
CC1CCN(C(=O)COC(=O)c2ccccc2C(=O)c2ccccc2)CC1	42	.	i	?
O=C(OCC(=O)N1CCN(S(=O)(=O)c2ccc(Cl)cc2)CC1)C1CCC1	27	0.5	i	i
COc1ccc(S(=O)(=O)N2CCCCCC2)cc1C(=O)N(C)Cc1ccc(Cl)cc1Cl	29	0.5	i	i
COc1ccccc1CNC(=O)CCNS(=O)(=O)/C=C/c1ccc(C)cc1	42	0.3	i	i

Later entries.
structure	T cell modulator vesicle-bound %	Myeloid diff 2 GFP+ MAC1+ %	T cell modulator	Myeloid diff 2
CC1(c2ccc3c(c2)OCCO3)NC(=O)N(CC(=O)c2ccc[nH]2)C1=O (configuration not stated)	36	0.6	i	i
O=C(CSc1nnnn1-c1ccccc1)NCCCN1CCCC1=O	38	1.1	i	i
C=CCn1c(SCC(=O)c2c(N)n(C3CC3)c(=O)[nH]c2=O)nnc1-c1ccoc1C	26	1.0	i	i
Cc1nc(SCc2nc3ccccc3[nH]2)c2oc3ccc(Br)cc3c2n1	4	0.8	i	i
CC(=O)c1ccc(S(=O)(=O)Nc2ccc(C(=O)N(C)CC(=O)Nc3cccc(C)c3C)cc2)cc1	44	1.0	i	i
O=C(OCc1c(-c2ccccc2)ncc2ccccc12)N1CCOCC1	24	2.6	i	i
O=C(CN1CCN(C(=O)c2ccccc2)CC1)Nc1cc(S(=O)(=O)N2CCCC2)ccc1Cl	43	0.5	i	i
O=C(c1ccc(F)cc1)c1ccc(OCC(=O)N2CCOCC2)cc1	54	0.8	i	i
